Screening results as filed in PubChem.
ROMK mod: modulates human ROMK potassium channel activity; P48048; Tet-inducible ROMK, thallium flux fluorescence; actives lie on both sides; B-score at 10 µM; 130,000 tested, 2% active; AID 1918;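 active means signal ratio slope over the read window, or its plate-corrected B-score, at least 3 SD from the plate mean, either direction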;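 further: B-score of the F/F0 ratio slope over 7 to 12 s after thallium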
Target sequence (P48048 whole entry, looked up): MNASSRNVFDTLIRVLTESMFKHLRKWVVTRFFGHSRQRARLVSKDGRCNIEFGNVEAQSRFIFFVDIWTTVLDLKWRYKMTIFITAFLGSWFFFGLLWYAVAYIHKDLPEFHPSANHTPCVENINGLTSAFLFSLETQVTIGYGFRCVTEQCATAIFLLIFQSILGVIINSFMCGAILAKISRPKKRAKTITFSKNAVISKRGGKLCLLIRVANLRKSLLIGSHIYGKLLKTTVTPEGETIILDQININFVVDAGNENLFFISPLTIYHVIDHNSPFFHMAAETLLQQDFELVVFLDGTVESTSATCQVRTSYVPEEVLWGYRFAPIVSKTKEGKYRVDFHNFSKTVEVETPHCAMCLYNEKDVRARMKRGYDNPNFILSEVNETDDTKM
PPARg SRC3 recr: promotes SRC-3 coactivator recruitment by human PPARgamma; 200,000 tested, 0.26% active; biochemical PPARgamma/SRC-3 coactivator recruitment assay; activation, % at 8 µM; P37231; in the data active means activation above about 23%;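 further: 0% = DMSO and 100% = reference agonist; some compounds past the cut are filed as inactive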
Target sequence (P37231 whole entry, looked up): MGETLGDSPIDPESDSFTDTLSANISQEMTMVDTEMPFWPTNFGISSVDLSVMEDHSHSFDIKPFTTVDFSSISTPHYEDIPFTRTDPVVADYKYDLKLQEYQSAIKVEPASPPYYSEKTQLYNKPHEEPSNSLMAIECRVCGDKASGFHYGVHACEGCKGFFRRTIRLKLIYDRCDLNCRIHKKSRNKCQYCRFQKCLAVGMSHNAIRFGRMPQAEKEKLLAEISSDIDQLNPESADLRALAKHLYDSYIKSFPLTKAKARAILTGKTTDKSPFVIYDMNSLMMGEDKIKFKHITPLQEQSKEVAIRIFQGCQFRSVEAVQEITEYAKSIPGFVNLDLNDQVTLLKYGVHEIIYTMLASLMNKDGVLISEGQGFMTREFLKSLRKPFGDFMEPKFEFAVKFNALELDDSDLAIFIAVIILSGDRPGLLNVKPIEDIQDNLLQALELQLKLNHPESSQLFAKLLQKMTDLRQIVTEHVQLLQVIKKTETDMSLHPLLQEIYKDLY
PPARg SRC-2 ag: promotes SRC-2 coactivator recruitment by human PPARgamma. P37231. PPARgamma LBD-SRC-2 recruitment, biochemical. activation, % at 8 µM. 200,000 tested, 0.34% active; in the data active means activation above about 22%;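 further: 0% = vehicle and 100% = reference agonist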
STAT1 blocker: inhibitors of IFN-gamma induced STAT1 signaling; NIH 3T3 STAT1-luciferase reporter, luminescence; inhibition, % at 5.5 µM; 200,000 tested, 0.35% active;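 active means inhibition above a set limit, the mean inhibition across all tested compounds plus 3 SD, cut at about 34% in these data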;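 further: 0% = IFN-gamma with DMSO and 100% = IFN-gamma with 300 µM nifuroxazide; values of inactives mirror those of a sister screen read the other way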
bIAP inhibitor: intestinal alkaline phosphatase (bovine) inhibition; purified bovine IAP, CDP-star luminescence, 30 min; inhibition, % at 20 µM; 190,000 tested, under 10 active;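 active means over 50% inhibition of intestinal alkaline phosphatase at 20 µM in the single-dose screen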
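Assay system – bovine IAP enzyme · Quantity – bovine IAP at 1/65,000,000 final dilution · Detection – CDP-star luminescence signal · Times – 30 min reaction at room temperature · Also added – CDP-star substrate at 30 µM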
TR-FRET SRC-2 ct: TR-FRET artefact, counter-screen to PPARgamma/SRC-2 agonist assay; 200,000 tested, 0.4% active; TR-FRET ratio at 8 µM; stronger effect = higher value; AID 1049; in the data active means TR-FRET ratio above about 2000; further: inactives centre near 1500
PPARg SRC-1 ag: promotes SRC-1 coactivator recruitment by human PPARgamma; P37231; PPARgamma-SRC-1 coactivator recruitment biochemical assay; 200,000 tested, 0.41% active; activation, % at 8 µM; in the data active means activation above about 19%;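 further: 0% = DMSO and 100% = reference agonist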
STAT3 inh: inhibitors of IL-6 induced STAT3 signaling. U3A cells, IL-6 STAT3-luciferase reporter, luminescence; host cell line lacks STAT1. inhibition, % at 5.5 µM. 190,000 tested, 0.89% active. AID 862;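 active means inhibition above the mean inhibition across all screened compounds plus 3 SD, cut at about 44% in these data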;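 further: 0% = DMSO only wells and 100% = 100 µM nifuroxazide control wells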
TNAP act hi DEA: activators of human TNAP at high phosphate acceptor concentration | P05186 | purified TNAP, CDP-star luminescence, 1 M DEA, 30 min; stronger effect = higher value; 0 = EDTA background, 1 = DMSO-only activity | activation factor at 20 µM | 200,000 tested, under 10 active;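 active means activation factor at least 2 at 20 µM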
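Control set: EDTA negative control, DMSO positive control / Assay system: human TNAP / Quantity: TNAP 1/800 final / Evaluation: TNAP activation factor scaled between EDTA and DMSO control wells / Measured by: luminescent substrate turnover signal / Compound dosing: one dose, 20 µM / Times: 30 min enzyme reaction at room temperature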
STAT3 activator: activators of IL-6 induced STAT3 signaling; U3A cells, IL-6 STAT3-luciferase reporter, luminescence; 100% = signal with IL-6 EC80 alone; activation (% of control), % at 5.6 µM; 190,000 tested, 0.91% active;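 active means activation above the screen-wide mean of compound activation plus 3 SD, cut at about 130% in these data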;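 further: 0% = background luminescence of wells with medium and substrate only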
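System – human U3A cells carrying STAT3-luciferase construct · Probe or stimulus – Interleukin-6, 33 ng/mL · Schedule – compound 1 h, then IL-6 6 h at 37 °C · Signal – luminescence from STAT3-driven luciferase reporter · Evaluation – percent of IL-6-only median luminescence · Benchmarks – IL-6-only high control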
bIAP act: intestinal alkaline phosphatase (bovine) activation; 200,000 tested, 0.17% active; AID 1016; purified bovine IAP, CDP-star luminescence, 30 min; stronger effect = higher value; fold of DMSO-control signal, blank-subtracted; activation factor at 20 µM;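 active means activation factor of 2 or more at 20 µM, a signal rise over negative controls twice the positive control's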
Active calls of the source: *.

How did CCN1C(=O)C2(/C(=C(\O)c3ccc4c(c3)OCCO4)C(=O)C(=O)N2CCCOC)c2ccccc21 (stereo unspecified) do in these assays?
ROMK mod: -0.041; PPARg SRC3 recr: -7; PPARg SRC-2 ag: 7; STAT1 blocker: 10; bIAP inhibitor: 6; TR-FRET SRC-2 ct: 1456; PPARg SRC-1 ag: 5; STAT3 inh: 1; TNAP act hi DEA: 1.1; STAT3 activator: 103; bIAP act: 0.9

Results for O=C(COC(=O)c1ncc(Cl)c(Cl)c1Cl)c1ccc(Cl)s1 ?
ROMK mod: -0.56; PPARg SRC3 recr: 5; PPARg SRC-2 ag: 9; STAT1 blocker: 7; bIAP inhibitor: 1; TR-FRET SRC-2 ct: 1638; PPARg SRC-1 ag: 6; STAT3 inh: -3; TNAP act hi DEA: 1; STAT3 activator: 103; bIAP act: 1

Results for Cc1cc(C(C)(C)C)c(O)c(C)c1CC1=NCCN1 ?
ROMK mod: -1.2; PPARg SRC3 recr: 1; PPARg SRC-2 ag: -4; STAT1 blocker: -1; bIAP inhibitor: 6; TR-FRET SRC-2 ct: 1505; PPARg SRC-1 ag: 2; STAT3 inh: 4; TNAP act hi DEA: 1; STAT3 activator: 100; bIAP act: 0.9

How did CCCCc1c(O)nc(SCC(=O)N2CCOCC2)n(-c2ccccc2C)c1=O do in these assays?
ROMK mod: -0.49; PPARg SRC3 recr: 2; PPARg SRC-2 ag: 8; STAT1 blocker: -5; bIAP inhibitor: 1; TR-FRET SRC-2 ct: 1657; PPARg SRC-1 ag: 2; STAT3 inh: 16; TNAP act hi DEA: 1.1; STAT3 activator: 93; bIAP act: 1

How did CC(C(=O)Nc1c2c(cc3c1CCC3)CCC2)N1CCCC1 (stereo unspecified) do in these assays?
ROMK mod: -0.73; PPARg SRC3 recr: 1; PPARg SRC-2 ag: 10; STAT1 blocker: 6; bIAP inhibitor: -8; TR-FRET SRC-2 ct: 1523; PPARg SRC-1 ag: 2; STAT3 inh: 11; TNAP act hi DEA: 1; STAT3 activator: 92; bIAP act: 1.1

Results for COc1ccc(NC(=O)c2cnc(C)cn2)cc1-n1cnnn1 ?
PPARg SRC3 recr: -7; PPARg SRC-2 ag: 5; STAT1 blocker: 5; bIAP inhibitor: 19; TR-FRET SRC-2 ct: 1415; PPARg SRC-1 ag: -8; STAT3 inh: 2; TNAP act hi DEA: 1.1; STAT3 activator: 102; bIAP act: 0.8

What do the screens show for `COC(C(=O)NC(C(C)C)C(C)C)c1ccccc1` (stereo unspecified)?
ROMK mod: 0.39; PPARg SRC3 recr: 1; PPARg SRC-2 ag: -2; STAT1 blocker: 2; bIAP inhibitor: -16; TR-FRET SRC-2 ct: 1692; PPARg SRC-1 ag: 4; STAT3 inh: -1; TNAP act hi DEA: 1.1; STAT3 activator: 100; bIAP act: 1.2

What do the screens show for `CCCCN1CN(Cc2ccco2)CNC1=S`?
ROMK mod: 0.25; PPARg SRC3 recr: 0; PPARg SRC-2 ag: 8; STAT1 blocker: 1; bIAP inhibitor: 20; TR-FRET SRC-2 ct: 1616; PPARg SRC-1 ag: 5; STAT3 inh: 5; TNAP act hi DEA: 1; STAT3 activator: 96; bIAP act: 0.8

Results for CC(=O)N1CCc2cc(S(=O)(=O)NC(C(=O)Nc3ccc4c(c3)OCCO4)C(C)C)ccc21 (stereo unspecified) ?
PPARg SRC3 recr: -5; PPARg SRC-2 ag: -1; STAT1 blocker: 4; bIAP inhibitor: -1; TR-FRET SRC-2 ct: 1440; PPARg SRC-1 ag: 3; STAT3 inh: 8; TNAP act hi DEA: 1; STAT3 activator: 99; bIAP act: 1

How did CC(=O)Nc1ccc(NC(=O)Cn2cc3c(n2)CCC(C)C3)cc1 (stereo unspecified) do in these assays?
ROMK mod: 0.45; PPARg SRC3 recr: 2; PPARg SRC-2 ag: 2; STAT1 blocker: 0; bIAP inhibitor: 4; TR-FRET SRC-2 ct: 1236; PPARg SRC-1 ag: 3; STAT3 inh: 9; TNAP act hi DEA: 1; STAT3 activator: 94; bIAP act: 1

Results for COc1ccc(OC)c(/C=N/NC(=O)c2cc(-c3ccc(C)o3)nc3ccccc23)c1 ?
ROMK mod: -0.43; PPARg SRC3 recr: 4; PPARg SRC-2 ag: 0; STAT1 blocker: 0; bIAP inhibitor: -2; TR-FRET SRC-2 ct: 1575; PPARg SRC-1 ag: 2; STAT3 inh: -15; TNAP act hi DEA: 1; STAT3 activator: 110; bIAP act: 1

Results for CC(C)(C)n1nnnc1C(c1cccnc1)N1CCN(c2ccccn2)CC1 (stereo unspecified) ?
PPARg SRC3 recr: 1; PPARg SRC-2 ag: -5; STAT1 blocker: 8; bIAP inhibitor: 4; TR-FRET SRC-2 ct: 1565; PPARg SRC-1 ag: 0; STAT3 inh: -8; TNAP act hi DEA: 1; STAT3 activator: 109; bIAP act: 1

What do the screens show for `CCc1ccc(C(=O)COC(=O)c2cccnc2Cl)cc1`?
PPARg SRC3 recr: 1; PPARg SRC-2 ag: -11; STAT1 blocker: -3; bIAP inhibitor: 3; TR-FRET SRC-2 ct: 1401; PPARg SRC-1 ag: 0; STAT3 inh: 23; TNAP act hi DEA: 1; STAT3 activator: 82; bIAP act: 1

Results for COCCCN1C(=O)c2ccc(C(=O)O)cc2C1=O ?
PPARg SRC3 recr: 7; PPARg SRC-2 ag: 3; STAT1 blocker: -7; bIAP inhibitor: 15; TR-FRET SRC-2 ct: 1518; PPARg SRC-1 ag: -2; STAT3 inh: -4; TNAP act hi DEA: 1; STAT3 activator: 105; bIAP act: 0.9

How did O=C(Cc1ccccc1[N+](=O)[O-])N1CCN(c2ccc(F)cc2)CC1 do in these assays?
ROMK mod: -0.68; PPARg SRC3 recr: 2; PPARg SRC-2 ag: -1; STAT1 blocker: -4; bIAP inhibitor: -7; TR-FRET SRC-2 ct: 1619; PPARg SRC-1 ag: 5; STAT3 inh: -8; TNAP act hi DEA: 1; STAT3 activator: 108; bIAP act: 1.1

What do the screens show for `CC(C)Nc1oc(Cc2cccc3ccccc23)nc1C#N`?
PPARg SRC3 recr: 0; PPARg SRC-2 ag: 0; STAT1 blocker: 7; bIAP inhibitor: 7; TR-FRET SRC-2 ct: 1432; PPARg SRC-1 ag: -2; STAT3 inh: -4; TNAP act hi DEA: 1; STAT3 activator: 107; bIAP act: 0.9

What do the screens show for `O=C(c1ccc(COc2ccccc2Cl)o1)N1CCCC1`?
ROMK mod: -0.01; PPARg SRC3 recr: 12; PPARg SRC-2 ag: 4; STAT1 blocker: 35*; bIAP inhibitor: -6; TR-FRET SRC-2 ct: 1678; PPARg SRC-1 ag: 4; STAT3 inh: 19; TNAP act hi DEA: 1; STAT3 activator: 84; bIAP act: 1.1

Results for COc1ccc(CCNC(=O)CSc2nnc(NC(C)=O)s2)cc1OC ?
ROMK mod: -0.023; PPARg SRC3 recr: 6; PPARg SRC-2 ag: 6; STAT1 blocker: 3; bIAP inhibitor: 2; TR-FRET SRC-2 ct: 1612; PPARg SRC-1 ag: 9; STAT3 inh: -3; TNAP act hi DEA: 1.1; STAT3 activator: 101; bIAP act: 1

What do the screens show for `CCC(OC(=O)CCc1nc2ccccc2[nH]c1=O)C(=O)c1ccccc1` (stereo unspecified)?
ROMK mod: 0.023; PPARg SRC3 recr: -10; PPARg SRC-2 ag: 1; STAT1 blocker: 3; bIAP inhibitor: 5; TR-FRET SRC-2 ct: 1524; PPARg SRC-1 ag: -5; STAT3 inh: 18; TNAP act hi DEA: 1; STAT3 activator: 90; bIAP act: 1

Results for COc1cc(NC(=O)c2ccc(C)cc2)c(OC)cc1NC(=O)CN1CCOCC1 ?
PPARg SRC3 recr: 0; PPARg SRC-2 ag: 0; STAT1 blocker: -4; bIAP inhibitor: 1; TR-FRET SRC-2 ct: 1510; PPARg SRC-1 ag: 5; STAT3 inh: -16; TNAP act hi DEA: 1.1; STAT3 activator: 118; bIAP act: 1

Three successive compounds from above, quoted:
How did CCCCc1c(O)nc(SCC(=O)N2CCOCC2)n(-c2ccccc2C)c1=O do in these assays?
ROMK mod: -0.49; PPARg SRC3 recr: 2; PPARg SRC-2 ag: 8; STAT1 blocker: -5; bIAP inhibitor: 1; TR-FRET SRC-2 ct: 1657; PPARg SRC-1 ag: 2; STAT3 inh: 16; TNAP act hi DEA: 1.1; STAT3 activator: 93; bIAP act: 1

How did CC(C(=O)Nc1c2c(cc3c1CCC3)CCC2)N1CCCC1 (stereo unspecified) do in these assays?
ROMK mod: -0.73; PPARg SRC3 recr: 1; PPARg SRC-2 ag: 10; STAT1 blocker: 6; bIAP inhibitor: -8; TR-FRET SRC-2 ct: 1523; PPARg SRC-1 ag: 2; STAT3 inh: 11; TNAP act hi DEA: 1; STAT3 activator: 92; bIAP act: 1.1

Results for COc1ccc(NC(=O)c2cnc(C)cn2)cc1-n1cnnn1 ?
PPARg SRC3 recr: -7; PPARg SRC-2 ag: 5; STAT1 blocker: 5; bIAP inhibitor: 19; TR-FRET SRC-2 ct: 1415; PPARg SRC-1 ag: -8; STAT3 inh: 2; TNAP act hi DEA: 1.1; STAT3 activator: 102; bIAP act: 0.8

Other results follow.
Results for COC(=O)c1cc(C)sc1NC(=O)CCCC(=O)O ?
PPARg SRC3 recr: -2; PPARg SRC-2 ag: 5; STAT1 blocker: 6; bIAP inhibitor: 7; TR-FRET SRC-2 ct: 1498; PPARg SRC-1 ag: 2; STAT3 inh: 1; TNAP act hi DEA: 1; STAT3 activator: 103; bIAP act: 0.9

How did CCOC(=O)N1CCN(C(=O)Cn2cc3c(n2)CCCC3)CC1 do in these assays?
ROMK mod: 0.75; PPARg SRC3 recr: -1; PPARg SRC-2 ag: -5; STAT1 blocker: -6; bIAP inhibitor: -3; TR-FRET SRC-2 ct: 1666; PPARg SRC-1 ag: -5; STAT3 inh: 11; TNAP act hi DEA: 1; STAT3 activator: 94; bIAP act: 1

What do the screens show for `CCOc1ccc(CNCCc2ccc(S(N)(=O)=O)cc2)cc1`?
ROMK mod: -0.52; PPARg SRC3 recr: -6; PPARg SRC-2 ag: -5; STAT1 blocker: 2; bIAP inhibitor: -39; TR-FRET SRC-2 ct: 1428; PPARg SRC-1 ag: -8; STAT3 inh: -4; TNAP act hi DEA: 1; STAT3 activator: 106; bIAP act: 1.4

What do the screens show for `O=C(c1ccccc1)c1cccn1CC(=O)N1CCN(c2ccc(F)cc2)CC1`?
ROMK mod: -0.82; PPARg SRC3 recr: -3; PPARg SRC-2 ag: -3; STAT1 blocker: -3; bIAP inhibitor: 2; TR-FRET SRC-2 ct: 1485; PPARg SRC-1 ag: 5; STAT3 inh: 7; TNAP act hi DEA: 1; STAT3 activator: 98; bIAP act: 1
